# PfHsp40 rescue – compounds rescuing yeast from Plasmodium falciparum HSP40 toxicity; S. cerevisiae expressing PfHsp40, growth rescue, ATP luminescence; growth rescue, % at 12.5 µM; 0.68% of 340,000 active; in the data active means growth rescue above about 28%, passing the limit was not always enough; inconclusive means no clear call, values can overlap the other calls;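 further: yeast W303a lacking pdr1 and pdr3 grown in galactose medium; growth measured after three days at 30 °C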
# GDH-TPI counter – GDH-TPI coupled enzyme inhibition counter-screen; inhibition, % at 4.8 µM; 1.2% of 360,000 active; GDH-TPI coupled enzyme counterscreen, NADH absorbance; AID 588335; in the data active means inhibition above about 30%;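 further: 0% = DMSO wells and 100% = wells lacking the enzyme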
# UGM FP inh – Mtb UDP-galactopyranose mutase inhibition; P9WIQ1; purified UGM, fluorescence polarization probe displacement; inhibition, % at 10 µM; 0.06% of 320,000 active; AID 504406; in the data active means inhibition above about 10%, passing the limit was not always enough; inconclusive means no clear call, values can overlap the other calls
# Target sequence (P9WIQ1 whole entry, looked up): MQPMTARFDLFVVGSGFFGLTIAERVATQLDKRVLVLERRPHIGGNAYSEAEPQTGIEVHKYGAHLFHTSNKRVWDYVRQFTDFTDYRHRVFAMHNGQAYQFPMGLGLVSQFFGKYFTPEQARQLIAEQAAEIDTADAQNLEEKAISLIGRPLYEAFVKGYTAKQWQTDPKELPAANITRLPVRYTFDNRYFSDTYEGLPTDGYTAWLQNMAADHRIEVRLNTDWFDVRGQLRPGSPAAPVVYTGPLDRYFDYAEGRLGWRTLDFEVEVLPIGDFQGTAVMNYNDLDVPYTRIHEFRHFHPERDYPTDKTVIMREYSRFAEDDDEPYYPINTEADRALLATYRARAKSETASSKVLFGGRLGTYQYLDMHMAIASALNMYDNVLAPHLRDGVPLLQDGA
# Mtb FBA inh – inhibits M. tuberculosis FBA enzyme; P9WQA3; purified M. tuberculosis FBA, fluorescence read-out; inhibition, % at 1 µM; 2.3% of 360,000 active; AID 588726; in the data active means inhibition above about 27%;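 further: 0% = vehicle and 100% = reference inhibitor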
# Target sequence (P9WQA3 whole entry, looked up): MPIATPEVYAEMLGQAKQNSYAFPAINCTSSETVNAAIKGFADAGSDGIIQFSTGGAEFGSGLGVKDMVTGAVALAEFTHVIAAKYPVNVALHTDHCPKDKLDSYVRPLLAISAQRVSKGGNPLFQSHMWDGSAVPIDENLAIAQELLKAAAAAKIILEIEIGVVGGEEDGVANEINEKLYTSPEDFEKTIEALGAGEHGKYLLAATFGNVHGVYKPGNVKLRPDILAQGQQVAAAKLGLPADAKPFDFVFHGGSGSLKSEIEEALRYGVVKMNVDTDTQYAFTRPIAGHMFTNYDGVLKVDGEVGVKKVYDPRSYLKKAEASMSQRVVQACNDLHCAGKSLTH
# Mtb BioA inh – inhibitors of Mycobacterium tuberculosis BioA enzyme; purified M. tuberculosis BioA enzyme, plate reader; inhibition, % at 9.99 µM; 0.096% of 360,000 active; in the data active means inhibition above about 40%; inconclusive means no clear call, values can overlap the other calls
# FadD28 binding – inhibitors of Mycobacterium tuberculosis FadD28 bisubstrate binding; FadD28 bisubstrate probe binding, fluorescence polarization; inhibition, % at 12.5 µM; 0.22% of 360,000 active; AID 588549; in the data active means inhibition above about 8.5%, passing the limit was not always enough; inconclusive means no clear call, values can overlap the other calls
# TcdB GH inh – blocks C. difficile toxin B glycohydrolase activity. AID 652162. inhibition, % at 9.99 µM. TcdB glycohydrolase enzymatic assay, plate reader. P18177. 0.24% of 350,000 active; in the data active means inhibition above about 10%
# BH1578 lux ind – quorum light induction in luxS cqsA deficient V. cholerae. activation, % at 18.7 µM. V. cholerae BH1578 lux reporter, luminescence, 6 h. AID 588436. 0.16% of 350,000 active; in the data active means activation mostly above about 9.7%, no sharp cut-off; inconclusive means no clear call, values can overlap the other calls; inactive means mostly below about 3.7%; further: not every result past the cut was called active; inactives centre near 0; reference of the scale not given here
# Y pestis TopoI – Y. pestis Topo-I inhibition via cleavage products; 0.064% of 360,000 active; AID 504884; activity, % at 10 µM; Y. pestis Topo-I cleavage product accumulation, plate reader; in the data active means activity above about 50%, passing the limit was not always enough; inconclusive means no clear call, values can overlap the other calls; further: inactives centre near 2
# * hit, by the source's call; i = inactive; ? = inconclusive; / = not tested or not shown. Rows were taken by chance; overall some 4.6% were active at least once.
SMILES,PfHsp40 rescue,GDH-TPI counter,UGM FP inh,Mtb FBA inh,Mtb BioA inh,FadD28 binding,TcdB GH inh,BH1578 lux ind,Y pestis TopoI
CCCn1c(C)cc(C(=O)CN2C(=O)c3ccccc3S2(=O)=O)c1C,/,1,/,-2,0.0,-4.4,-1.3,i,13
O=C(NCC1CCCO1)C1CC(=O)N(c2ccc(F)c(Cl)c2)C1 (stereo unspecified),0.4,-2,-0.7,1,1.1,-0.9,0.5,-0.3,-3
Cc1csc(SCC(=O)Nc2ncc(Cl)c(C)c2Cl)n1,0.6,4,-4.1,-3,0.1,0.8,/,i,5
O=S(=O)(NCCc1cn2ccccc2n1)c1ccc(F)c(C(F)(F)F)c1,-0.7,15,0.1,3,-1.7,-2.7,2.1,-0.3,-3
CC1CC(C)CN(S(=O)(=O)c2ccc(C(=O)N3CCN(c4ccccc4)CC3)cc2)C1 (stereo unspecified),7.4,6,1.6,2,/,-2.1,1.0,-3.2,26
Cc1cccc(OCCSCc2nc3ccccc3[nH]2)c1,2.0,2,-2.1,1,2.5,-3.2,/,i,18
COc1ccc(CNCC(O)COc2ccc(C(C)(C)c3ccccc3)cc2)cc1 (stereo unspecified),-0.2,0,-0.2,2,/,-4.5,-4.8,i,2
CCOC(=O)C1(C)CCCN(C(=O)c2cc(C)on2)C1 (stereo unspecified),/,10,/,5,-0.9,0.4,0.6,-0.8,0
O=C(CO/N=C/c1cccc([N+](=O)[O-])c1)Nc1ccc2ccccc2c1,3.7,1,0.6,1,2.2,-3.8,/,i,-5
O=C(c1cccnc1)N1CCN(c2ccc3ccccc3n2)CC1,-1.6,3,2.6,20,/,-0.5,1.2,-0.3,10
Cc1sc2ncnc(NS(=O)(=O)c3ccc(Cl)cc3)c2c1C,?,-5,3.2,-1,0.8,-1.1,1.0,-6.2,5
Cc1cc(C)cc(Oc2ccccc2/C=C\C(=O)O)c1,-0.7,-2,-0.7,6,1.7,-7.0,/,i,-1
CCCC(=O)NC(NC(=S)Nc1ccc(S(N)(=O)=O)cc1)C(Cl)(Cl)Cl (stereo unspecified),1.6,-4,-0.7,-4,/,-1.1,/,-0.4,2
COc1ccc(C(C)C)cc1S(=O)(=O)N1CCC(C(=O)N2CCN(C)CC2)CC1,-3.0,4,4.6,1,-1.3,-1.5,0.7,-0.8,5
CCN1C(=NCCc2cccnc2)N[C@@H](c2ccccc2)C(C(=O)OC)=C1C,-0.2,/,2.3,/,0.7,-1.0,/,i,-1
CCN1C(=O)[C@H]2[C@@H](c3ccc(-c4ccc(Cl)c(Cl)c4)c(OC)c3)N[C@@](Cc3ccccc3)(C(=O)OC)[C@H]2C1=O,0.5,9,0.0,-1,-2.8,-1.1,1.6,5.9,34
CC(C)C(c1nnnn1Cc1ccc(F)cc1)N1CCN(C2CCCC2)CC1 (stereo unspecified),-0.3,-3,0.3,-4,1.4,-3.7,0.5,-0.1,0
CC(OC(=O)c1ccc(-c2ccc(O)cc2)cc1)C(=O)NC1CCCCC1C (stereo unspecified),2.6,-1,1.8,7,-0.3,-1.3,2.2,i,1
CCCc1cc(=O)[nH]c(SCC(=O)Nc2ccccc2C#N)n1,-1.1,-1,-1.3,7,-3.1,1.7,/,i,-7
O=C(NCc1ccco1)c1ccc2c(=O)n(Cc3ccco3)c(SCC(=O)N3CCCC3)nc2c1,0.2,-15,1.7,1,-0.3,-3.8,/,0.3,26
CCC1Nc2ncnc(N3CCOCC3)c2N(Cc2ccccc2)C1=O (stereo unspecified),-1.3,0,-1.4,0,-0.3,-2.9,2.7,-1.2,-6
CCOc1ccccc1C(=O)Nc1ccc(S(=O)(=O)N2CCOCC2)cc1,1.3,-11,0.6,-2,-0.2,-8.0,/,-0.7,15
CC(=O)c1cccc(NC(=O)NCCc2ccc(Cl)cc2)c1,-0.3,-3,2.2,1,-2.8,-3.6,0.6,-0.2,14
CCNC(=S)NNC(=O)c1cc(CC(C)C)nc2ccccc12,-1.4,-1,5.3,6,-1.0,-1.6,/,i,6
Cc1cc(Cl)c2oc(C(=O)N3CCCCC3CCN3CCCC3=O)c(C)c2c1 (stereo unspecified),-1.3,-2,0.4,3,4.0,-1.2,-3.3,-0.1,37

# Sorted by heavy-atom count (high to low): part of the list above.
SMILES,PfHsp40 rescue,GDH-TPI counter,UGM FP inh,Mtb FBA inh,Mtb BioA inh,FadD28 binding,TcdB GH inh,BH1578 lux ind,Y pestis TopoI
CC1CC(C)CN(S(=O)(=O)c2ccc(C(=O)N3CCN(c4ccccc4)CC3)cc2)C1 (stereo unspecified),7.4,6,1.6,2,/,-2.1,1.0,-3.2,26
COc1ccc(CNCC(O)COc2ccc(C(C)(C)c3ccccc3)cc2)cc1 (stereo unspecified),-0.2,0,-0.2,2,/,-4.5,-4.8,i,2
CC(C)C(c1nnnn1Cc1ccc(F)cc1)N1CCN(C2CCCC2)CC1 (stereo unspecified),-0.3,-3,0.3,-4,1.4,-3.7,0.5,-0.1,0
O=S(=O)(NCCc1cn2ccccc2n1)c1ccc(F)c(C(F)(F)F)c1,-0.7,15,0.1,3,-1.7,-2.7,2.1,-0.3,-3
CCCn1c(C)cc(C(=O)CN2C(=O)c3ccccc3S2(=O)=O)c1C,/,1,/,-2,0.0,-4.4,-1.3,i,13
CCCc1cc(=O)[nH]c(SCC(=O)Nc2ccccc2C#N)n1,-1.1,-1,-1.3,7,-3.1,1.7,/,i,-7
CC(=O)c1cccc(NC(=O)NCCc2ccc(Cl)cc2)c1,-0.3,-3,2.2,1,-2.8,-3.6,0.6,-0.2,14
Cc1cccc(OCCSCc2nc3ccccc3[nH]2)c1,2.0,2,-2.1,1,2.5,-3.2,/,i,18
Cc1csc(SCC(=O)Nc2ncc(Cl)c(C)c2Cl)n1,0.6,4,-4.1,-3,0.1,0.8,/,i,5

# More entries:
SMILES,PfHsp40 rescue,GDH-TPI counter,UGM FP inh,Mtb FBA inh,Mtb BioA inh,FadD28 binding,TcdB GH inh,BH1578 lux ind,Y pestis TopoI
Cc1ccc(NC(=O)C2CCN(S(=O)(=O)c3ccc4c(c3)CCCC(=O)N4)CC2)cc1N(C)C,-0.3,4,1.5,-1,1.0,-2.8,-0.9,i,18
Cn1c(=O)oc2cc(S(=O)(=O)N3CCN(c4ccc(F)cc4)CC3)ccc21,-0.8,3,2.4,0,-0.8,1.3,/,97*,0
CCOC(=O)c1sc(NC(=O)CSc2ncn(-c3ccccc3)n2)nc1C,-0.1,8,-1.7,2,0.1,-0.8,/,-0.3,1
CCOC(=O)CN1NC2(CCC(C(C)(C)C)CC2)NC1=S (stereo unspecified),-0.9,12,4.5,-1,-0.4,-1.2,/,-0.4,3
COc1ccc(C2=NNC(c3cccnc3)=Nc3ccccc32)cc1,0.3,0,-0.3,-3,/,-4.0,0.2,i,6
COc1ccc(NC(=O)c2cc(-c3ccc(F)cc3C)n[nH]2)cc1OC,/,-1,/,-1,-0.4,0.0,-3.5,-0.4,6
N#Cc1ccc(S(=O)(=O)NC2CCCCNC2=O)cc1 (stereo unspecified),0.6,-6,-2.0,1,-0.4,-1.7,0.8,i,-6
COc1ccc2c(c1)c(C(O)CN1CCC(Cc3ccccc3)CC1)c(C)n2C (stereo unspecified),0.0,4,-1.7,4,-0.9,-0.7,/,-0.9,15
CCCCOc1cccc(C(=O)Nc2ccc(N3CCN(CC)CC3)cc2)c1,-1.4,1,1.6,0,-1.1,-1.1,/,-0.7,3
O=C(CCCC(=O)N(CC(=O)NC1CCCC1)Cc1ccc(F)cc1)Nc1ccccn1,0.9,9,1.7,6,-3.6,0.3,/,-0.5,1
CCN(CC(=O)Nc1ccccc1C(F)(F)F)C(=O)CCc1ccccc1,-0.8,1,-0.7,1,0.9,-1.9,0.7,-1.2,-8
O=C(CN1C(=O)c2cccnc2Oc2ccc(Cl)cc21)NC1CCCCCC1,-0.6,-6,-2.2,1,-1.4,-1.8,0.9,-0.6,3
CC(C)(C)n1ncc2c(=O)n(Cc3ccc(Cl)cc3)cnc21,0.5,-2,-1.6,-7,/,-3.2,0.3,i,-11
CO/N=C(/c1nonc1N)N1CCN(c2ccc([N+](=O)[O-])cc2)CC1,2.5,24,1.5,-3,2.1,-0.7,/,i,11
Cc1ccc(OCCNC(=O)CCNS(=O)(=O)c2ccc(C)cc2)cc1,2.2,9,1.1,3,0.6,2.0,0.8,i,4
O=C1COc2ccc(S(=O)(=O)N3CCCC3)cc2N1,-0.4,-16,-3.5,-1,1.6,-2.5,1.4,i,2
COc1cccc(-c2cnc(C(O)c3ccc(OC)c(F)c3)[nH]2)c1 (stereo unspecified),/,4,/,3,0.4,-1.6,1.2,i,-8
O=C(CN1C(=O)c2ccccc2S1(=O)=O)Nc1ccc(S(=O)(=O)Nc2ncccn2)cc1,0.4,-4,/,1,/,-1.6,0.2,3.5,-5
O=C(CN(C(=O)c1csnn1)c1ccc(F)cc1)NCc1ccc(F)cc1,-1.5,2,0.8,-2,/,0.3,0.6,i,8
Cc1ccc(NC(=O)C2COc3ccccc3O2)cc1S(=O)(=O)N1CCOCC1 (stereo unspecified),0.6,3,1.6,-2,2.2,-0.9,1.7,3.1,-2
COC(=O)c1cc(NC(=O)c2ccco2)ccc1N1CCOCC1,-1.7,21,-1.1,-2,2.4,0.4,1.5,-0.3,-1
Cc1c(N)cccc1-n1cnnn1,-0.6,4,1.2,1,/,-1.2,0.6,1.4,0
CC1CCN(C(=S)SCc2nc(N)nc(Nc3ccccc3)n2)CC1,1.1,-1,5.2,-2,-1.4,-7.5,0.4,-0.9,0
COCCCNC(=O)CCn1c(=O)c2ccccc2n(CC(=O)Nc2c(C)cccc2C)c1=O,1.3,-5,1.0,7,-1.1,-1.6,/,-3.0,-6
CCN(CC)C(=O)CNC(=O)Cc1ccc(Cl)cc1,-0.8,12,/,2,-0.6,-1.3,/,-0.5,4

# (next part)
SMILES,PfHsp40 rescue,GDH-TPI counter,UGM FP inh,Mtb FBA inh,Mtb BioA inh,FadD28 binding,TcdB GH inh,BH1578 lux ind,Y pestis TopoI
Cc1ccc(C(=O)CCC(=O)OCC(=O)N2CCN(S(=O)(=O)c3ccc(C)cc3C)CC2)cc1,1.7,3,/,1,-0.3,-2.0,0.3,-0.7,22
c1cc2c(cc1[C@H]1OCC3C1CO[C@@H]3c1ccc3c(c1)OCO3)OCO2 (stereo partly specified),3.1,1,/,6,1.0,0.8,1.2,-0.4,-1
COC(=O)c1c(-c2ccccc2)nn(-c2ccccc2)c1C(=O)OC,1.1,-4,0.3,4,0.0,0.2,1.0,i,-3
CC(C)Cc1cc(CN2CCC(CO)(Cc3ccccc3)CC2)[nH]n1,-1.3,3,-0.6,-1,-0.3,-0.5,-0.8,-2.3,7
CCCc1nc2ccc(NC(C)=O)cc2c(=O)n1Cc1ccccc1Cl,0.0,11,0.2,1,-0.6,-0.2,0.5,1.0,13
Cc1ccc(-c2c[n+](=O)c3c(n2[O-])CCC3)cc1,1.5,16,0.3,0,/,-3.8,1.0,-0.4,4
CN(C(=O)c1cccc(NC(=O)Cc2ccc(NC(=O)C3CCN(S(=O)(=O)c4cccc([N+](=O)[O-])c4)CC3)cc2)c1)C1CC1,0.3,5,/,-2,1.0,-2.9,0.5,i,5
COc1ccc([C@@H]2[C@@H]3C(=O)N(C(C)(C)C)C(=O)[C@@H]3[C@]3(Cc4ccccc4)C(=O)N(c4ccc(Br)cc4)C(=O)N23)cc1,-1.9,4,-0.9,1,-1.1,-3.6,/,i,12
Cc1cc(C)n(-c2c(F)c(F)c(COC(=O)c3ccccc3)c(F)c2F)n1,?,0,-0.8,1,1.7,-2.0,/,/,18
CC(=O)c1cccc(NC(=O)C(C)Sc2nnc3ccccn23)c1 (stereo unspecified),/,12,/,0,-0.8,-2.6,1.4,-4.5,2
CCNC(=O)C1(C)CCN(C(=O)c2cc(F)ccc2C)C1 (stereo unspecified),/,-12,/,-2,-0.3,-1.6,-0.7,-0.6,-1
O=C(NC(=S)NCCN1CCOCC1)c1ccc(F)cc1,-0.7,3,-0.1,1,/,2.2,-1.1,-0.1,3
COc1ccc(CCNC(=O)CC2SC(=NCCC(C)C)NC2=O)cc1OC (stereo unspecified),-0.2,2,4.9,1,-1.3,-2.2,1.1,-0.2,4

# Source: PubChem (several laboratories)
